# influenza NS1A = NS1A inhibition, H1N1 influenza, cell based functional assay (AID 504329); NS1A functional cell-based assay, percent inhibition; higher % means a stronger effect; one-dose inhibition, % at 12.5 µM; IC50 in µM for titrated hits; hit rate 0.3% among 340,000; in the data active = a potency from the dose series; inconclusive = inhibition above about 27% without an active follow-up result; also: strong numbers were not always called active
# PhoP GFP inhibition = PhoP regulon inhibitors, Salmonella typhi PhoP promoter GFP reporter, confirmatory (AID 1850); Salmonella Typhi PhoP-promoter GFP reporter, fluorescence, 4 h; higher % means a stronger effect; one-dose inhibition, % at 50 µM; IC50 in µM for titrated hits; hit rate 0.33% among 310,000; in the data active = a potency from the dose series; inconclusive = inhibition mostly from about 25% at the one dose, without a potency; inactive = the rest, 99 in 100 with inhibition below about 19%;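 also: 0% = induced wells with vehicle and 100% = uninduced wells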
# VEEV TC-83 Vero = inhibitors of VEEV TC-83 cytopathic effect, confirmation, Vero cells (AID 588727) | Vero cells, VEEV TC-83 cytopathic effect inhibition; higher % means a stronger effect | inhibition, % at 20 µM; hits with a dose series show IC50 in µM | hit rate 0.13% among 350,000; in the data active = a potency from the dose series; inconclusive = inhibition mostly from about 14% at the one dose, without a potency; inactive = the rest, 99 in 100 with inhibition below about 12%; also: strong numbers were not always called active
# M. tuberculosis HTS = M. tuberculosis growth inhibition, HTS (AID 449762). M. tuberculosis H37Rv growth inhibition, 7H9 media; higher % means a stronger effect. one-dose inhibition, % at 25 µM; IC50 in µM for titrated hits. hit rate 0.59% among 330,000; in the data active = a potency from the dose series; inconclusive = inhibition above about 70% without an active follow-up result;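 also: bacterial growth assessed after seven days of incubation; strong numbers were not always called active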
# M. tuberculosis = growth inhibition of non-replicating M. tuberculosis (AID 488890) | Mycobacterium tuberculosis non-replicating, growth inhibition; higher % means a stronger effect | inhibition, % at 25 µM; hits with a dose series show IC50 in µM | hit rate 0.39% among 320,000; in the data active = a potency from the dose series; inconclusive = inhibition mostly from about 82% at the one dose, without a potency; inactive = the rest, 99 in 100 with inhibition below about 76%;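 also: plate controls were DMSO cells for no effect and high antibiotic wells for full effect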
# VEEV TC-83 Vero 10K pilot screen = second read-out of VEEV TC-83 Vero, no call of its own (marks repeat the call); inhibition, %; measured here: 10K pilot screen inhibition
# * = called active by the depositor; i = inactive; ? = inconclusive; · = not tested or not shown.
SMILES,influenza NS1A,PhoP GFP inhibition,VEEV TC-83 Vero,M. tuberculosis HTS,M. tuberculosis,others
COc1ccc(S(=O)(=O)N2CCC(C(N)=O)(N3CCCCC3)CC2)cc1,19%,-10%,1.1%,5%,16%,VEEV TC-83 Vero 10K pilot screen=0.1
COc1cccc(-n2ccnc2SCC(=O)N2CCCc3ccccc32)c1,2%,-5%,1.9%,-1%,23%,
Cc1oc(C(=O)O)cc1CSCc1ccoc1C(=O)O,-7%,-2%,4.6%,7%,3%,
C=CCN(CC=C)CC(=O)Nc1cccc(Oc2cnccn2)c1,-7%,6%,2.8%,-2%,-14%,
COCCOC1CCN(Cc2cn(Cc3ccccc3)nc2-c2cc3ccccc3o2)CC1,-6%,6%,2.4%,2%,36%,
COc1ccc(-c2noc(N3CCC(C(=O)Nc4ccccc4Cl)CC3)n2)cc1,15%,-7%,2.7%,-5%,-10%,
Cc1sc2ncnc(Oc3ccc(-n4ccnc4)cc3)c2c1C,0%,0%,6.5%,33µM*,62%,
CCC(C)n1c(O)c(/C=N/N2CCOCC2)c(=O)[nH]c1=S (stereo not given),-3%,-5%,2.1%,16%,-16%,
Cc1ccc(C(=O)OCC(=O)Nc2ncc(C(F)(F)F)cc2Cl)cc1NC(=O)c1ccco1,4%,10%,i,1%,16%,
Cc1ccc2c(c1)NC(=O)C(CC(=O)NCCN(CC(C)C)CC(C)C)O2 (stereo not given),8%,-12%,0.0%,0%,8%,
COc1ccc(C(CC(=O)NCc2ccccc2)Sc2n[nH]c(-c3ccc(Cl)cc3)n2)cc1 (stereo not given),6%,-10%,0.2%,7%,-5%,
CC(NC(=O)c1cccc(C(F)(F)F)c1)C(c1ccccc1)N1CCOCC1 (stereo not given),-6%,-5%,8.7%,-8%,0%,
O=C1C=C(Nc2ccc(O)cc2)C(=O)c2ccccc21,24%,10%,1.1%,5%,19%,
COc1ccc(OC)c(NC(=O)CN(C)S(=O)(=O)c2ccc(Cl)cc2)c1,-7%,-1%,1.9%,1%,12%,
O=c1c2cc(F)ccc2[nH]c(=S)n1CCCN1CCOCC1,-7%,7%,i,1%,0%,
COc1ccccc1/C=C/C=C(\C#N)C(=O)NC(C)c1ccccc1 (stereo not given),-12%,6%,10%,12%,26%,
Cc1cc(NCCO)nc(N2CCOCC2)n1,10%,5%,0.3%,-4%,-18%,
CCCCCN(C(=O)CCC(=O)OCC(=O)c1ccc(C(C)CC)cc1)c1c(N)n(CCCC)c(=O)[nH]c1=O (stereo not given),10%,4%,0.4%,18%,9%,
COc1ccc(S(=O)(=O)N(C)C)cc1NCC(=O)Nc1cccc2ccccc12,-5%,-5%,8.8%,-2%,15%,
Cc1cc2c(c(=O)n1Cc1cccnc1)C(c1ccc(F)cc1)C(C#N)=C(N)O2 (stereo not given),-26%,3%,4.3%,-15%,4%,

# Some of these compounds in order of SMILES length, low to high:
SMILES,influenza NS1A,PhoP GFP inhibition,VEEV TC-83 Vero,M. tuberculosis HTS,M. tuberculosis,others
COc1ccccc1/C=C/C=C(\C#N)C(=O)NC(C)c1ccccc1 (stereo not given),-12%,6%,10%,12%,26%,
CC(NC(=O)c1cccc(C(F)(F)F)c1)C(c1ccccc1)N1CCOCC1 (stereo not given),-6%,-5%,8.7%,-8%,0%,
COc1ccc(S(=O)(=O)N(C)C)cc1NCC(=O)Nc1cccc2ccccc12,-5%,-5%,8.8%,-2%,15%,
CCCCCN(C(=O)CCC(=O)OCC(=O)c1ccc(C(C)CC)cc1)c1c(N)n(CCCC)c(=O)[nH]c1=O (stereo not given),10%,4%,0.4%,18%,9%,

# Further results
SMILES,influenza NS1A,PhoP GFP inhibition,VEEV TC-83 Vero,M. tuberculosis HTS,M. tuberculosis,others
CCCCn1c(SCC(=O)Nc2ccc(C)c(S(=O)(=O)N3CCOCC3)c2)nnc1C(CC)N(C)C (stereo not given),-9%,-2%,0.7%,-11%,0%,
COc1cc(Cl)cc(NC(=O)CCN2CCN(C)CC2)c1,-15%,-9%,i,-1%,-9%,
O=C(c1cc2cc(F)ccc2[nH]1)N(Cc1cccnc1)CC1CCCN(C2CCCCC2)C1 (stereo not given),5%,13%,i,25µM*,80%,
CCC1CN(C(=O)NCc2ccc(F)cc2)c2ccccc2O1 (stereo not given),-3%,9%,i,7%,7%,
O=S(=O)(Nc1nc2ccccc2s1)c1ccc(Cl)nc1,9%,3%,i,1%,22%,
CC(C)Nc1nc(NNc2nc(Cl)nc(NC(C)(C)C)n2)nc(NC(C)C)n1,·,-19%,3.4%,-6%,-9%,
COc1ccc2c(c1)C1(C(=O)O)CC=CCC1(C(=O)O)C2 (stereo not given),1%,·,0.2%,·,·,
C=CCC(C(=O)OC)(C(=O)OC)c1ccc(C(F)(F)F)cc1[N+](=O)[O-],0%,-5%,7.3%,-1%,3%,
CCCOc1ccc(NC(=O)C2CC(=O)N/C(=N/N=C(C)/C=C/c3ccc(N(C)C)cc3)S2)cc1 (stereo not given),-2%,-2%,1.2%,?,32%,
Clc1ccccc1/C=C/c1nc(-c2cccnc2)no1,10%,7%,2.3%,7%,2%,

# Among those listed so far, 3 contain a CF3 group:
SMILES,influenza NS1A,PhoP GFP inhibition,VEEV TC-83 Vero,M. tuberculosis HTS,M. tuberculosis,others
Cc1ccc(C(=O)OCC(=O)Nc2ncc(C(F)(F)F)cc2Cl)cc1NC(=O)c1ccco1,4%,10%,i,1%,16%,
CC(NC(=O)c1cccc(C(F)(F)F)c1)C(c1ccccc1)N1CCOCC1 (stereo not given),-6%,-5%,8.7%,-8%,0%,
C=CCC(C(=O)OC)(C(=O)OC)c1ccc(C(F)(F)F)cc1[N+](=O)[O-],0%,-5%,7.3%,-1%,3%,

# (further entries)
SMILES,influenza NS1A,PhoP GFP inhibition,VEEV TC-83 Vero,M. tuberculosis HTS,M. tuberculosis,others
CCOC(=O)/C=c1/s/c(=C\c2c(OC)ccc3ccccc23)c(=O)n1CC(=O)NCC1CCCO1 (stereo not given),16%,·,?,·,·,
CN(Cc1ccccc1Br)C(=O)CSc1nnnn1C1CC1,-11%,·,0.7%,-1%,-5%,
C/C(=C\c1ccc(Cl)cc1)C(=O)c1c(C)cc(C)[nH]c1=O,-5%,9%,i,3%,3%,
Cn1cc(CNC(=O)c2cc(-c3ccc(Br)cc3)nc3ccccc23)cn1,-5%,7%,0.8%,0%,5%,
CCOC(=O)[C@@H]1[C@H]2COc3ccccc3[C@@H]2N2C(=O)N(c3ccc(F)cc3)C(=O)[C@]12C,-3%,-13%,i,-7%,-8%,
CC1=C(C(N)=O)C(c2ccc3c(c2)OCO3)n2nc(-c3cccc(C)c3)nc2N1 (stereo not given),-7%,-2%,3.6%,-8%,5%,VEEV TC-83 Vero 10K pilot screen=6.1
Cc1csc(NC(=O)c2cc3c(s2)-c2ccccc2OC3)n1,-24%,5%,1.9%,7%,·,
CCCc1nnc(NC(=O)CCC(=O)N2CCC(C)CC2)s1,2%,-6%,0.6%,-5%,-6%,
Cn1ccnc1SCC(=O)Nc1cccc(S(=O)(=O)N2CCCCC2)c1,8%,2%,0.4%,3%,5%,
COc1ccc(-n2c(=O)c3ccccc3n(CC(=O)c3ccccc3)c2=O)cc1OC,-6%,10%,0.4%,8%,-8%,
Nc1cnccc1C(=O)O,-5%,-11%,0.2%,96%,-15%,
CCN(CC)Cc1c(C(=O)N/N=C/c2cccc3ccccc23)nnn1-c1nonc1N,3%,32%,2.9%,2%,6%,
CCN(CC(=O)NC1CCS(=O)(=O)C1)S(=O)(=O)c1ccc(Br)cc1 (stereo not given),-3%,·,3.2%,4%,1%,
COc1ccc(OC)c(C(=O)c2c(C)oc3cc([N+](=O)[O-])c(O)c([N+](=O)[O-])c23)c1,-2%,5%,1.1%,1%,9%,
O=C(Nc1nnc(C(F)(F)F)s1)c1ccc(N2C(=O)C3C4C=CC(C4)C3C2=O)cc1 (stereo not given),2%,-1%,1.9%,8%,18%,
COC(=O)c1cc(NC(=O)CN(C)Cc2ccccc2)cc(C(=O)OC)c1,16%,-29%,0.9%,-4%,4%,
CCOc1ccc(NC2=NC(C)(C)N=C(N)N2)cc1,-2%,6%,9.4%,-5%,4%,
CC1=CCC(C(=O)N/N=C/c2cccs2)C(c2ccc(F)cc2)C1 (stereo not given),-9%,-12%,3.3%,-6%,12%,
CCC(=O)c1cc2c(cc1NC(=O)C(C)C)OCCO2,0%,-2%,1.0%,-6%,-15%,
COc1ccc(C(CNC(=O)c2cccnc2SC)N2CCOCC2)cc1 (stereo not given),-7%,-8%,8.7%,-4%,-8%,VEEV TC-83 Vero 10K pilot screen=0.5

# Structures shown so far containing a nitro group on carbon (2):
SMILES,influenza NS1A,PhoP GFP inhibition,VEEV TC-83 Vero,M. tuberculosis HTS,M. tuberculosis,others
C=CCC(C(=O)OC)(C(=O)OC)c1ccc(C(F)(F)F)cc1[N+](=O)[O-],0%,-5%,7.3%,-1%,3%,
COc1ccc(OC)c(C(=O)c2c(C)oc3cc([N+](=O)[O-])c(O)c([N+](=O)[O-])c23)c1,-2%,5%,1.1%,1%,9%,

# Remaining list, next part
SMILES,influenza NS1A,PhoP GFP inhibition,VEEV TC-83 Vero,M. tuberculosis HTS,M. tuberculosis,others
CC(=O)c1cccc(NC(=O)Cc2cccs2)c1,-3%,3%,i,2%,-1%,
CC(=O)Nc1ccc(S(=O)(=O)NC(=O)C23CC4CC(CC(C4)C2)C3)cc1,3%,1%,0.9%,-2%,-9%,
O=C(NCc1ccncc1)C1COc2ccccc2O1 (stereo not given),-2%,-6%,i,-9%,-11%,
Cc1cccc(NC(=O)c2cccc(S(=O)(=O)Nc3c(C)n(C)n(-c4ccccc4)c3=O)c2)c1,-14%,·,8.9%,·,·,
CC[C@H](C)Cc1cn([C@@H](CCCN=C(N)N)C(=O)NCCCCCCCCCCC(=O)N2CCNCC2)nn1,15%,15%,i,?,?,
CC1CCCN(C(=O)COC(=O)Cc2ccc(Cl)cc2)C1 (stereo not given),7%,-1%,0.3%,0%,22%,
CCS(=O)(=O)N1Cc2ccccc2CC1C(=O)OCC(=O)Nc1ccc(C)cc1 (stereo not given),5%,-4%,1.5%,2%,6%,
CCC(C(=O)NCCCN1CCOCC1)n1c2ccccc2c2nc(=O)cc(C)n21 (stereo not given),-2%,2%,0.8%,1%,-7%,
CN(C)S(=O)(=O)c1ccc(C(=O)Nc2ccccc2F)cc1,20%,-8%,3.4%,-1%,8%,VEEV TC-83 Vero 10K pilot screen=1.7
Clc1ncc(CSc2ccccc2)s1,3%,-19%,4.7%,-3%,12%,
CCOC(=O)N1CCN(C(=O)CSc2nc(-c3cccc(C)c3)ns2)CC1,0%,-6%,8.7%,?,?,
COc1ccc(CN(C(=O)c2cc3ccccc3oc2=O)C2CCCCC2)cc1OC,2%,1%,7.9%,9%,21%,
COCCNC(=O)CN(C(=O)CCC(=O)Nc1cc(C)on1)c1ccccc1C,0%,-1%,2.0%,-3%,-12%,
O=C(CSc1nc2scc(-c3ccccc3)c2c(=O)[nH]1)N1CCCCC1,-14%,-3%,7.7%,-4%,6%,
COc1cc(/C=N/NC(=O)c2ccncc2)ccc1OCC(=O)Nc1ccccc1,-12%,-6%,0.1%,?,68%,
Cc1ccnc2c1ccc1c(C)ccnc12,0.47µM*,·,3.9%,?,63%,

# High-throughput results from PubChem BioAssay.
